Apoferritin bind = candidate novel general anesthetic via apoferritin binding; apoferritin/1-aminoanthracene competitive binding, fluorescence; Potency, µM (highest dose often 77.5 µM), without a hit: at the highest dose activity change, negative = displacement, actives largely listed as inhibitors; 350,000 compounds, 0.074% hits; AID 485281; further: potency means the concentration at half of the fitted maximal effect; on the % scale 0 is the no-effect control and ±100 the full control effect; nearly all actives have a fitted effect of over 20% in size
Target sequence (P02791 2-175 limits assumed): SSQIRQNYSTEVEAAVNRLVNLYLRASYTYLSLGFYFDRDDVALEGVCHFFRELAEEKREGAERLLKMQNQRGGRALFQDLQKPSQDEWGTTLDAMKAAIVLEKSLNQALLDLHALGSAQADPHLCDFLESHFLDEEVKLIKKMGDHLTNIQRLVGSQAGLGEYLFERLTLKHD
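Read-out: endpoint 1-AMA fluorescence, excitation 380 nm and emission 535 nm, after compounds sit 10 min at room temperature with 10 uM horse-spleen apoferritin in 50% saturated 1-AMA/PBS. Values come from four-parameter Hill fits.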
LDHA block = inhibitors of human lactate dehydrogenase A | P00338 | purified LDHA, NADH/diaphorase-resazurin fluorescence; stronger effect = lower value | activity change, % (values are at about 110 or 230 µM) | 480,000 compounds, 0.15% hits | AID 1347041; in the data active means activity change below about -30%; inconclusive means mostly about -25% to -30%;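 further: plate controls were DMSO wells for no effect and wells without enzyme for full effect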
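Resorufin fluorescence (ex540/em590), read at 0 and 20 min after diaphorase/resazurin addition, reports the NADH left after a 5 min room-temperature reaction of 2 nM human LDH5 with 0.06 mM NADH and 0.2 mM pyruvate.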
POLB inh = DNA polymerase beta (human) inhibition; P06746; Pol beta primer extension/strand displacement, fluorescence kinetic; Potency, µM (series often up to 114 µM), for inactives: top-dose activity change, negative = inhibition, most hits filed as inhibitors; 340,000 compounds, 1.3% hits; AID 485314; further: potency means the concentration at half of the fitted maximal effect; on the % scale 0 is the no-effect control and ±100 the full control effect
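Reaction started by 50 nM substrate onto compound-treated Pol beta (10 nM, 15 min preincubation, room temperature); plates read at 0 min and 10 min. Normalized concentration-effect data fitted by four-parameter Hill equation.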
Pol eta inh = inhibitors of human DNA polymerase eta | Q9Y253 | recombinant Pol eta, fluorescent DNA replication assay | Potency, µM (titrated, usually from 114 µM), for inactives: top-dose activity change, negative = inhibition, hits mostly inhibitors | 390,000 compounds, 1.2% hits; further: potency means the concentration at half of the fitted maximal effect; on the % scale 0 is the no-effect control and ±100 the full control effect
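Pol eta (10 nM) was preincubated with compounds for 15 min at room temperature, after which fluorescent replication substrate (50 nM final) was added to start the reaction. Fluorescence was read kinetically at 0 and 10 min.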
APE1 inh = inhibitors of human APE1 endonuclease; P27695; recombinant APE1, TAMRA/BHQ-2 abasic DNA cleavage fluorescence; Potency, µM (highest dose often 65.8 µM), without a hit: top-dose activity change, negative = inhibition, usual class: inhibitors; 350,000 compounds, 0.35% hits; AID 2517;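 further: potency means the concentration at half of the fitted maximal effect; plate controls were vehicle for no effect and reference inhibitor for full effect; nearly all actives have a fitted effect of over 55% in size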
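APE1 at 0.75 nM preincubated 15 min at room temperature with compound. Reaction then started with 50 nM double-stranded THF-abasic substrate labelled with TAMRA/BHQ-2, and 525/598 nm fluorescence read kinetically. Activity taken as third-minus-first read difference, normalized to DMSO and NSC13755 controls.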
ERG-DNA inh = blocks human ERG Ets domain binding to DNA; P11308; fluorescence polarization, His-ERG Ets domain / labelled DNA; Potency, µM (titrated, usually from 76.9 µM), without a hit: top-dose FP activity, negative = inhibition, most hits filed as inhibitors; 370,000 compounds, 0.028% hits; AID 624246; active means well fitted inhibition curve with a large enough effect in the polarisation, with a control signal flat; inconclusive means small, poorly fitted or top-dose-only effect, or effect the other way, or a change in a side signal; inactive means no such curve, though single readings can be large or run the other way; the % refers to the polarisation;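 further: polarization taken with two DNA probes labelled with fluorescein and Texas red; potency means the concentration at half of the fitted maximal effect; % of control where 0% means no effect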
Target sequence (P11308 whole entry, looked up, the tested form may be a part): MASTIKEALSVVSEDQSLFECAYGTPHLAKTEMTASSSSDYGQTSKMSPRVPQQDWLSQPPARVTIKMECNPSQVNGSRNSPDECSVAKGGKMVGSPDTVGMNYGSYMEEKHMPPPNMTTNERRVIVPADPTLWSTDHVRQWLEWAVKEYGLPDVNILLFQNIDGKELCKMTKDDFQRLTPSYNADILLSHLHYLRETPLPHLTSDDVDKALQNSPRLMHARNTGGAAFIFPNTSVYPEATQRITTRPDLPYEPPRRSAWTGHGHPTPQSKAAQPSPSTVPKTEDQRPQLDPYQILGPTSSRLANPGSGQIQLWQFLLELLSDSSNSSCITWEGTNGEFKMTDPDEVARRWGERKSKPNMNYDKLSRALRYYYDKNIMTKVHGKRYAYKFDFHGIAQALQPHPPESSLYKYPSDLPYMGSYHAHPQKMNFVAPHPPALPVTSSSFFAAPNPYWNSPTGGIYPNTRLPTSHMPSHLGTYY
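His-tagged ERG Ets domain (1 uM in the protein solution; 300mM KCl, 50mM Tris-HCl, 1mM EDTA, 1mM DTT, pH 7.5) received compound, then a probe mix of 5 nM fluorescein-DNA and 100nM Texas-615-DNA. Fluorescence polarization was read for both dyes.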
12-LOX inh = inhibitors of human 12S-lipoxygenase ALOX12; P18054; purified 12hLO, xylenol orange hydroperoxide absorbance; Potency, µM (top dose mostly 108 µM), for inactives: top-dose activity change, negative = inhibition, usual class: inhibitors; 580,000 compounds, 1.1% hits; AID 1671190; further: potency means the concentration at half of the fitted maximal effect; on the % scale 0 is the no-effect control and ±100 the full control effect
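Hydroperoxide product was detected by ferrous iron/xylenol orange as the 573 to 405 nm absorbance ratio. Arachidonic acid at 40 uM (final) was turned over for 30 min at room temperature by 150 nM human 12hLO, pH 7.0 Hepes buffer, after 15 min compound preincubation.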
POLK inh = blocks human DNA polymerase kappa activity; 400,000 compounds, 0.53% hits; Q9UBT6; purified Pol kappa, fluorescent DNA synthesis assay, 10 min; Potency, µM (series often up to 107 µM), for the others: at the top dose activity, negative = inhibition, actives largely listed as inhibitors; further: potency means the concentration at half of the fitted maximal effect; on the % scale 0 is the no-effect control and ±100 the full control effect
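Enzyme at 10 nM met test compounds for 15 min at room temperature. Substrate addition (50 nM final) began the reaction, which was monitored by fluorescence at 0 and 10 min.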
RGS4 inh = human RGS4 inhibition. Potency, µM (doses to about 114 µM), without a hit: at the top dose activity change, negative = inhibition, usual class: inhibitors. 390,000 compounds, 0.039% hits. Transcreener GDP fluorescence polarization, RGS4-accelerated GTP hydrolysis. AID 504845; further: potency means the concentration at half of the fitted maximal effect; on the % scale 0 is the no-effect control and ±100 the full control effect; nearly all actives have a fitted effect of over 75% in size; some results filed as inactive show a strong effect at the top dose
Target sequence (P49798 whole entry, looked up): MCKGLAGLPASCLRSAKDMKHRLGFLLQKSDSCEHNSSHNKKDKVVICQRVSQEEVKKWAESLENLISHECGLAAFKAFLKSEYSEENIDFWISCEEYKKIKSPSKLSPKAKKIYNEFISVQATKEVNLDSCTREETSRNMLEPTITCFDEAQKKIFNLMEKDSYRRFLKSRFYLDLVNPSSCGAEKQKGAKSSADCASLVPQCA
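MLSMR compounds (23 nl, pin-transferred) preincubated 10 min at room temperature with a 500nM (2x) first reagent, then RGS4 at 900nM (2x) plus Transcreener GDP mix added; fluorescence polarization (620/688 nm) read before and after 90 min at 30 °C.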
Active calls of the source: *; ? = inconclusive; . = not tested or not shown; & = joins results of further samples; [ ] = another dose, or the depositor's remark. Unless noted, the call rests on the fitted dose curve; in most records, active means well fitted curve in the direction sought with a large enough effect; inconclusive means small, poorly fitted or top-dose-only effect, or another doubt; inactive means no such curve, though single readings can be large; an effect the other way counts as inactive or inconclusive. An excerpt. The share of hits here may be higher or lower than overall.

Below each compound – Apoferritin bind, LDHA block, POLB inh, Pol eta inh, APE1 inh, ERG-DNA inh, 12-LOX inh, POLK inh, RGS4 inh
- COc1ccc2[nH]c(C)c(CCN3CCC(=O)C(C)C3C)c2c1 (stereo not given)
 : -6.1%, 4.0, 0.3%, -19.2%, -2.0%, 0.7%, ?, -2.1%, -7.6%
- CCN1CCN(c2ccc([N+](=O)[O-])cc2C=C2C(=O)NC(=O)NC2=O)CC1
 : -20.8%, -0.1, 10.4%, ?, -5.7%, -18.1%, ?, 0.1%, ?
- CCOc1ccc(-n2c(-c3ccoc3)nc3ccccc3c2=O)cc1
 : -4.7%, -10.9, 0.9%, 1.2%, -10.4%, 8.0%, 6.9%, -6.0%, -0.1%
- Cc1ccc2c(c1)C1CN(C)CCC1N2C(=O)Cn1nnc(-c2ccccc2F)n1 (stereo not given)
 : -6.8%, 2.1, ?, -16.8%, 5.0%, -10.5%, 9.0%, 9.6%, -12.7%
- O=C1N(CN2CCOCC2)c2ccccc2C1(O)c1c[nH]c2ccccc12 (stereo not given)
 : -16.3%, -1.5, 6.3%, -0.5%, -3.1%, 4.8%, -5.1%, 0.0%, 8.6%
- COC(=O)c1ccccc1N=Cc1c(O)[nH]c(=O)[nH]c1=O
 : -6.5%, -3.7, 2.0%, -16.2%, 22.1%, 8.5%, 116.4%[activator], 5.6%, -21.2%
- O=C1NC(=O)c2c1c1c3ccccc3n3c1c1c2c2ccccc2n1C1CCC3O1
 : 4.9%, ., ., ., -1.1%, ., -16.5%, 13.8%[60.1 µM], .
- CCC(C)C(=O)N[C@@H](c1ccccc1)[C@@H](O)C(=O)O[C@H]1C[C@@]2(O)[C@@H](OC(=O)c3ccccc3)C3[C@](C)(C(=O)[C@H](OC(C)=O)C(=C1C)C2(C)C)[C@@H](O)C[C@H]1OC[C@@]31OC(C)=O (stereo not given in full)
 : -20.3%, -10.3, -25.7%, -5.7%, 10.7%, 4.4%, 5.6%, -2.1%, 19.6%
- COc1cccc(CNCCc2c[nH]c3ccccc23)c1OC
 : -11.8%, -0.1, -7.4%, -10.1%, ?, -3.0%, 0.9%, -1.9%, -24.4%
- O=c1[nH]c2ccccc2n1C1CCN(Cc2ccc(-c3[nH]c4cc5ncnc5cc4nc3-c3ccccc3)cc2)CC1
 : -9.3%, 4.9, ., ., 12.2%, ., -22.9%[57.4 µM], -13.7%[12 µM], .
- O=C(O)c1ccc(-c2ccc3cc(C45CC6CC(CC(C6)C4)C5)c(O)cc3c2)cc1
 : -5.5%, ., ., ., -9.9%, ., ?, ?, .
- CCC(C(=O)N1CCC2(CC1)OCCO2)c1ccccc1 (stereo not given)
 : 0.7%, 0.2, 7.5%, -9.8%, 3.0%, -5.4%, 2.9%, -3.6%, 0.0%
- COC(=O)OCC12CCC(O1)C1(C)C(=O)OCC21 (stereo not given)
 : -2.8%, 0.9, 1.3%, -9.6%, 1.0%, -0.9%, -5.8%, 2.5%, ?
- CCC(=O)N1N=C2C3CCN(CC3)C2C1c1ccc(C)cc1 (stereo not given)
 : 3.6%, -1.9, 1.9%, -8.3%, 4.9%, 10.7%, 41.5%[activator], 17.9%, -2.2%
- CC(C(=O)c1c[nH]c2ccccc12)N1CCSCC1 (stereo not given)
 : ?, -5.4, -1.5%, -7.0%, 1.4%, 8.5%, 18.5%, -2.5%, -0.7%[11.4 µM]

Going on with the list.
Below each compound – Apoferritin bind, LDHA block, POLB inh, Pol eta inh, APE1 inh, ERG-DNA inh, 12-LOX inh, POLK inh, RGS4 inh
- COc1cccc(N2C(=O)NC(=O)/C(=C\c3cn(C)c4ccccc34)C2=O)c1
 : 3.5%, -2.2, -23.0%, ?, 1.1%, 8.4%, ?, 3.6%, -12.4%
- CCOC(=O)CNc1ccc(C(=O)OCC)cc1[N+](=O)[O-]
 : -9.9%, -7.4, 9.0%, 0.0%, 13.7%, ., -0.5%, 0.6%, -13.8%
- O=C(Nc1ccc2nc(SCC(=O)N3CCCc4ccccc43)sc2c1)c1ccccc1F
 : 30.4%[activator], -3.2, -11.4%, 2.7%, ., 5.1%, -12.4%, -3.9%, -13.4%
- O=C(CSC1c2ccccc2-c2ccccc21)N/N=C/c1ccccc1
 : -19.1%, 4.5, 0.8%, -16.0%, 0.8%, ., -14.3%, -10.2%, -35.5%
- C=CCn1c(C)c(C=C2C(=O)NC(=O)NC2=O)c2ccccc21
 : -9.0%, 1.4, -11.9%, 8.9%, 31.1%, ?, 12.9%, -3.0%, -39.2%
- CC[C@H]1CC2CN3CCc4c([nH]c5cc(OC)ccc45)[C@](C(=O)OC)(C2)[C@H]13
 : ., -0.8, ., -26.2%, ., -2.1%, ., 5.5%, -23.5%
- [N-]=[N+]=CC(=O)OC[C@H](N)C(=O)O
 : -1.2%, -6.0, -3.4%, -8.2%, 9.9%, 5.0%, 6.6%, -19.6%, 5.9%
- CC(=O)C1=C(C)OC(N)=C(C(=O)OC(C)C)C12C(=O)Nc1ccccc12 (stereo not given)
 : -5.6%, 12.1, 0.7%, -8.2%, -2.0%, ., 2.0%, -9.1%[60.1 µM], 11.7%
- CCOC(=O)[C@]12Cc3cc(C)ccc3[C@H]1N(Cc1ccccc1)C(=O)c1ccccc12
 : ., -2.3, ., -22.1%, ., -2.6%, -6.3%, -14.8%&-15.8%, 10.1%
- CCN(C[C@H]1N[C@@](C)(C(=O)OC)[C@H]2C(=O)N(Cc3ccccc3)C(=O)[C@@H]12)C(=O)Nc1ccccc1
 : ., 0.4, ., -7.9%, 45.9%[activator], -20.8%, 0.8%, 14.2%, -6.5%
- CCCN(CC#CCO)CCC
 : -3.7%, -4.9, 0.9%, -13.9%, 5.2%, 0.6%, -4.2%, -7.7%, -29.6%
- CCOc1ccc(N=Cc2c(O)n(C(C)(C)C)c(=O)[nH]c2=O)cc1
 : -11.7%, -3.9, 2.0%, ?, 3.3%, 3.2%, -3.7%, 3.1%, 2.8%
- NCCc1nc2ccccc2s1
 : -4.0%, -0.5, -0.7%, -22.2%, -1.2%, 9.4%, 33.4%, -1.3%, -1.0%
- C[N+]12CCC(CC1)C(C(O)(c1cccc(Cl)c1)c1cccc(Cl)c1)C2 (stereo not given)
 : -2.0%, -17.3, 22.7%, -11.6%, -1.2%, -10.4%, ?, -2.2%, -15.6%
- CC(C)CS(=O)(=O)C1=NN2C(=N)/C(=C\c3ccc(OC(=O)c4ccco4)cc3)C(=O)N=C2S1
 : ?, 2.9, 44.7µM*, 20µM*, -40.0%, 25.4%, ?, ?, ?

One compound at a time (already shown). Values in the order: Apoferritin bind	LDHA block	POLB inh	Pol eta inh	APE1 inh	ERG-DNA inh	12-LOX inh	POLK inh	RGS4 inh
Results for `CC(C)CS(=O)(=O)C1=NN2C(=N)/C(=C\c3ccc(OC(=O)c4ccco4)cc3)C(=O)N=C2S1` : ?	2.9	44.7µM*	20µM*	-40.0%	25.4%	?	?	?
Results for `CCN(C[C@H]1N[C@@](C)(C(=O)OC)[C@H]2C(=O)N(Cc3ccccc3)C(=O)[C@@H]12)C(=O)Nc1ccccc1` : .	0.4	.	-7.9%	45.9%[activator]	-20.8%	0.8%	14.2%	-6.5%

Next part.
Below each compound – Apoferritin bind, LDHA block, POLB inh, Pol eta inh, APE1 inh, ERG-DNA inh, 12-LOX inh, POLK inh, RGS4 inh
- Nc1ccccc1C(=O)OC1CSC1
 : -1.7%, -2.4, 56.2µM*, ?, -0.3%, ., ?, -2.1%, -9.4%
- Cc1sc2c(c1C)C(c1ccc(C(C)(C)C)cc1)=NCC(=O)N2CC(=O)Nc1nccs1
 : ?, 0.7, 21.3%, -16.6%, -5.3%, -11.3%, 0.0%, -9.2%, -28.6%
- CNC(=S)N(C)CCc1cc2c(c(OC)c1C=C1C(=O)NC(=O)NC1=O)OCO2
 : -2.0%, -1.5, 4.1%, -17.8%, 3.1%, -8.9%, 0.0%, 4.8%, -17.7%
- CN1CCN(C(=O)COc2ccc(C(C)(C)C)cc2Br)CC1
 : ?, 1.3, 5.9%, -7.6%, 9.4%, -2.9%, -20.1%, 9.7%, -28.9%
- CCC(=O)C1=C(c2cccc([N+](=O)[O-])c2)N(C(=O)CC)n2c(nnc2C2CCCCC2)S1
 : ?, -3.2, 20.0%, -3.8%, ., -2.7%, -8.4%, -2.6%[60.1 µM], -1.8%
- O=C(C1CCC(=O)N1Cc1ccccc1Cl)N1CCC2(CC1)OCCO2 (stereo not given)
 : -2.8%, -8.8, -0.1%, -10.0%, 0.5%, 1.8%, 21.7%, -4.9%, 26.2%
- OC12C3C4CC5C6C4C1C6C(C53)N2CCc1cccc(F)c1 (stereo not given)
 : -8.4%, ., ., ., -4.1%, ., 0.0%, 2.5%[60.1 µM], .
- O=[N+]([O-])CCO
 : ., -5.4, ., -19.1%, -7.4%&0.5%, 12.5%, 6.5%, -1.7%, -19.8%
- O=C(NC1CCCCC1)Oc1cc2oc(=O)sc2cc1Cl
 : -8.4%, 9.3, -15.1%, 1.6%, ?, 19.6%, ?, -8.7%, ?
- Cc1c2ccncc2c(C)c2c1[nH]c1ccccc12
 : -1.7%, -12.9, 3.98µM*, ?, ?, -15.5%, -15.2%&-5.5%, ?, -23.7%[56.9 µM]

Bioassay records from PubChem BioAssay.
